# Screening data as filed in PubChem BioAssay.
# IL1B NFkB pot = enhancers of NFkB p65 translocation in HUVEC – imaging, IL-1B stimulus, high-content imaging, primary screen. HUVEC IL-1B NFkB p65 nuclear translocation imaging. activation, % at 2 µM. hit rate 0.3% among 94,000. AID 819, 2007;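 active means activation above 40%, about the mean plus 3 SD, also judged a hit on visual image review; inconclusive means activation above 40% but not a hit on visual review; inactive means activation not above 40% and no visual hit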;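 further: percent activation is computed from the nuclear over cytoplasmic p65 intensity ratio; values of inactives mirror those of a sister screen read the other way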
# MRP resist rev = reversal of MRP1-mediated doxorubicin resistance, primary screen, H69AR cells, doxorubicin co-treatment; differential viability (reversal), % at 10 µM; H69AR cells + 2 uM doxorubicin, CellTiter-Glo, 72 h; AID 602, 2007; hit rate 0.04% among 85,000;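 active means viability drop by adding the cancer drug above about 55%, with treated viability meeting a 40% cutoff, limit read from the data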;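 further: viability without doxorubicin minus viability with 2 µM doxorubicin for each compound; larger differential means the compound sensitizes cells more to doxorubicin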
# NFkB transloc inh = inhibitors of IL-1B driven NFkB p65 nuclear import, primary screen, imaging, HUVEC, IL-1B stimulus, high-content imaging; inhibition, % at 2 µM; AID 796, 2007; HUVEC IL-1B NFkB p65 nuclear translocation imaging; hit rate 0.43% among 94,000;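 active means inhibition above about 30% together with a positive call from visual inspection of the well image, limit read from the data; inconclusive means inhibition above a set limit but visual check negative; inactive means inhibition not above a set limit, visual check negative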;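 further: nuclear over cytoplasmic p65 intensity ratio measured by imaging; 0% = IL-1B stimulated DMSO wells and 100% = unstimulated DMSO wells; values of inactives mirror those of a sister screen read the other way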
# Bcl-B TR3 displacers = displacers of TR3 peptide from Bcl-B, primary screen, selectivity assay for Bfl-1 inhibitor project, biochemical, fluorescence polarization. hit rate 0.11% among 96,000. FP displacement of FITC-TR3 peptide from Bcl-B; higher % means a stronger effect. Bcl-2-like protein 10 (Homo sapiens). one-dose displacement, % at 20 µM; IC50 in µM for titrated hits;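 active means displacement above 50% at 20 µM plus a fluorescence interference ratio under 1.5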;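 further: plate controls were wells without compound for no effect and wells lacking Bcl-B protein for full effect; a part of the inactive calls stands beside numbers as strong as those of hits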
# PLAP inhibitors HTS = PLAP enzyme inhibitors, biochemical, luminescence, HTS (AID 690); Alkaline phosphatase, placental type (Homo sapiens); purified PLAP, luminescent substrate; higher % means a stronger effect; inhibition, % at 20 µM; hits with a dose series show IC50 in µM; hit rate 0.08% among 96,000; in the data active means a potency from the dose series; inactive means the rest, 99 in 100 with inhibition below about 30%; further: strong numbers were not always called active
# MRP resist rev cytotoxicity = recorded beside MRP resist rev, whose call it bears; viability, %; H69AR cells, CellTiter-Glo, 72 h; measured here: cytotoxicity without doxorubicin
# MRP resist rev with doxorubicin = further read-out of MRP resist rev, marked with its call; viability, %; measured here: viability with 2 uM doxorubicin; stronger effect = lower value
# NFkB transloc inh cell count 2 µM = further read-out of NFkB transloc inh, marked with its call; cell count; measured here: cells passing quality filter;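 raw number of nuclei counted in each imaged well without normalization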
# IL1B NFkB pot cell count 2 µM = further read-out of IL1B NFkB pot, marked with its call; cell count; measured here: cells passing quality filter
# Starred values were filed as active, the others as inactive; u = inconclusive; x = not tested or not shown.
# Order of results – IL1B NFkB pot	MRP resist rev cytotoxicity	NFkB transloc inh cell count 2 µM	MRP resist rev with doxorubicin	PLAP inhibitors HTS	NFkB transloc inh	IL1B NFkB pot cell count 2 µM	MRP resist rev	Bcl-B TR3 displacers
CCCC(=O)Nc1cc(C(=O)N2CCC3(CC2)OCCO3)ccc1S(=O)(=O)c1ccc(C)cc1
→ 12	97	171	83	-33%	-12	171	14	-6%
CCOP(=S)(OCC)SCC(=O)NC(C)(CC)C(=O)O (centres undefined)
→ 4	110	126	98	-33%	-4	126	13	1%
Oc1ccc(/C=N/NP(=S)(c2ccccc2)c2ccccc2)c(O)c1O
→ -7	x	172	x	-137%	7	172	x	11%
CCN(CC)c1ccc(CN(C)CCc2ccc(OC)c(OC)c2)cc1
→ -2	x	113	x	-43%	2	113	x	7%
CCOP(=O)(OCC)C(NC(=O)C(Cl)Cl)C(Cl)(Cl)Cl (centres undefined)
→ 4	99	195	111	1%	-4	195	-12	-2%
O=c1c2ccccc2nc(-c2ccco2)n1-c1ccccc1
→ 36	69	122	76	x	-36	122	-7	x
CCCCn1c(O)c(C(C)=NCCCN(C)C)c(=O)[nH]c1=O
→ 8	94	79	86	22%	-8	79	8	11%
COc1ccccc1N1CCN(Cc2c(F)cccc2Cl)CC1
→ -6	89	55	78	-23%	6	55	11	4%
Fc1cccc(F)c1CN1CCN(Cc2c(F)cccc2F)CC1
→ 8	96	152	93	-15%	-8	152	3	-3%
O=C(C1CC(c2ccc(F)cc2)=NO1)N1CCC2(CC1)OCCO2 (centres undefined)
→ -5	97	110	91	16%	5	110	6	4%
Cc1cc(/C=C2/C(=O)NC(=O)N(c3ccccc3)C2=O)c(C)n1-c1ccc(F)cc1
→ 14	90	70	69	x	-14	70	21	x
C=CCn1c(O)c(C=NCCCOc2ccc(CC)cc2)c(=O)[nH]c1=S
→ -1	31	102	10	x	1	102	21	x
CC1CCCN(CC(=O)N2CCCc3ccccc32)C1 (centres undefined)
→ 21	96	109	82	x	-21	109	14	x
O=C(Nc1ccccc1OC(=O)N1CCCCC1)N1CCCCC1
→ -10	86	126	88	-17%	10	126	-1	-9%
COc1ccc(C(=O)CC2C(=O)N(C)C(=O)N(C)C2=O)cc1
→ 8	x	149	x	x	-8	149	x	x
Cc1cc(OCc2cc(C(=O)O)oc2C)c2c3c(c(=O)oc2c1)CCCC3
→ -2	90	147	79	-18%	2	147	11	1%
O=C1CC(N2CCC(n3c(=O)[nH]c4ccccc43)CC2)C(=O)N1c1ccc(F)cc1 (centres undefined)
→ 15	103	165	100	-14%	-15	165	3	1%
O=C1C(=O)c2ccccc2-c2ccccc21
→ 32	x	137	x	15%	-32	137	x	12%
COc1ccc(N2CCN(CCCN)CC2)cc1
→ 1	83	159	66	x	-1	159	16	x
c1cncc(CNC2=NCCC2)c1
→ 13	86	138	98	2%	-13	138	-12	0%
CN(C)C(=O)Oc1c(Cl)cc(Cl)c2ccccc12
→ 7	102	176	107	-26%	-7	176	-4	15%
CN1C(=O)N(C)C(=O)C(CCc2ccncc2)(Cc2ccc3c(c2)OCO3)C1=O
→ -5	95	216	101	-21%	5	216	-6	-14%
CC(NC(=O)Oc1ccccc1)C(c1cccs1)N1CCOCC1 (centres undefined)
→ 2	75	119	75	x	-2	119	0	x
O=c1c2ccccc2nc(-c2ccc(-c3ccccc3)cc2)n1-c1ccncc1
→ -4	x	97	x	-2%	4	97	x	7%
COc1cc(CN2C(=O)NC(=O)C3(Cc4cc(C)ccc4N(C)C3)C2=O)cc(OC)c1 (centres undefined)
→ x	89	x	90	-36%	x	x	-1	-2%
CCCCCCn1c(O)c(C=NC2CCCCC2N)c(=O)[nH]c1=O (centres undefined)
→ -3	29	166	21	-48%	3	166	8	-17%
O=c1c2ccccc2nc(-c2ccccc2)n1-c1cccnc1
→ -7	x	168	x	-5%	7	168	x	-2%
O=C1CC(C(=O)N2CCC3(CC2)OCCO3)CN1CCc1ccccc1 (centres undefined)
→ -1	93	139	88	-17%	1	139	5	-2%
Clc1ccc(N2CCN(Cc3ccccc3Cl)CC2)cc1
→ x	102	x	85	51%	x	x	17	-1%
CN1CCN(c2ccc(N)cc2)CC1
→ 20	84	185	86	-47%	-20	185	-2	44%
CCCn1nc2ccccc2c1P(=O)(N1CCOCC1)N1CCOCC1
→ -2	91	123	94	-34%	2	123	-3	-10%
CC(C)NS(=O)(=O)c1ccc(OCC(=O)N2CCN(Cc3ccccc3)CC2)c(Cl)c1
→ u	98	136	99	-47%	-42	x	-2	-2%
O=C(COc1ccc2ccccc2c1)N1CCN(Cc2ccncc2)CC1
→ 3	x	155	x	-40%	-3	155	x	2%
CSc1ccc(C(=O)C(C)(C)N2CCOCC2)cc1
→ 0	84	107	75	-2%	0	107	9	-3%
C=CCn1c(O)c(C(CC)=NCCc2ccccc2)c(=O)[nH]c1=O
→ 27	71	189	85	25%	-27	189	-14	-10%
Cc1nc2ccccc2n1C1CCN(Cc2nnnn2CCc2ccccc2)CC1
→ -12	80	116	88	-82%	12	116	-8	7%
O=c1c2ccccc2nc(CN2CCOCC2)n1-c1ccccc1F
→ 3	74	89	79	-30%	-3	89	-5	-5%
CCN1c2nc3ccccn3c(=O)c2CC2(C(=O)N(C)C(=O)N(C)C2=O)C1C (centres undefined)
→ -2	97	137	112	x	2	137	-15	x
CC(C)Cc1[nH]c(=O)c(C#N)c2c1CCC2
→ -3	101	99	97	-12%	3	99	4	-7%
CCCCn1c(C)c(C(=O)OCC)c2c(CN3CCOCC3)c(O)ccc21
→ -13	43	49	49	-58%	13	49	-6	-5%
CCn1c(=O)n(CC(=O)N2CCC3(CC2)OCCO3)c(=O)c2ccccc21
→ 19	x	151	x	-6%	-19	151	x	-7%
CC1(C)NCCN2C(=O)CSC21 (centres undefined)
→ 14	96	181	96	-10%	-14	181	0	5%
Cc1cccc(N2C(=O)NC(=O)C3(Cc4cc(C)ccc4N(C)C3)C2=O)c1 (centres undefined)
→ 16	97	196	96	-29%	-16	196	1	-4%
CCCCCn1c(N)c(C(=O)NCc2cccs2)c2nc3ccccc3nc21
→ -4	32	167	30	-7%	4	167	2	-4%
CSC1=NP(=S)(SC)N2CCCC2=C1C#N (centres undefined)
→ 12	81	138	91	13%	-12	138	-10	-6%
COc1ccc(S(=O)(=O)NC(CC(=O)N2CCC3(CC2)OCCO3)c2ccco2)cc1 (centres undefined)
→ 1	89	177	100	-31%	-1	177	-11	-5%
CCCCC/C(=N\O)c1c[nH]c2ccccc12
→ 7	86	182	80	10%	-7	182	6	13%
CCOC(=O)C1=C(N)OC(C)=C(C(=O)OCCOC)C12C(=O)Nc1ccccc12 (centres undefined)
→ 14	94	156	83	-26%	-14	156	11	-1%
c1ccc2c(CCNC3=NCCC3)c[nH]c2c1
→ 4	70	103	97	12%	-4	103	-27	1%
CC(C)N1CC=C(c2c[nH]c3ccccc23)CC1
→ -2	x	128	x	-12%	2	128	x	-10%

# Two of the compounds above, as labelled records:
CCN1c2nc3ccccn3c(=O)c2CC2(C(=O)N(C)C(=O)N(C)C2=O)C1C (centres undefined)
  IL1B NFkB pot: -2	MRP resist rev cytotoxicity: 97	NFkB transloc inh cell count 2 µM: 137	MRP resist rev with doxorubicin: 112	PLAP inhibitors HTS: x	NFkB transloc inh: 2	IL1B NFkB pot cell count 2 µM: 137	MRP resist rev: -15	Bcl-B TR3 displacers: x
CC(C)Cc1[nH]c(=O)c(C#N)c2c1CCC2
  IL1B NFkB pot: -3	MRP resist rev cytotoxicity: 101	NFkB transloc inh cell count 2 µM: 99	MRP resist rev with doxorubicin: 97	PLAP inhibitors HTS: -12%	NFkB transloc inh: 3	IL1B NFkB pot cell count 2 µM: 99	MRP resist rev: 4	Bcl-B TR3 displacers: -7%

# Next part:
# Order of results – IL1B NFkB pot	MRP resist rev cytotoxicity	NFkB transloc inh cell count 2 µM	MRP resist rev with doxorubicin	PLAP inhibitors HTS	NFkB transloc inh	IL1B NFkB pot cell count 2 µM	MRP resist rev	Bcl-B TR3 displacers
O=C(Cn1cc(C(=O)c2ccccc2F)c2ccccc21)NCc1ccco1
→ -14	112	201	89	-1%	14	201	23	-7%
CSc1ncc(/C=C2/C(=O)NC(=O)N(C3CCCCC3)C2=O)cn1
→ 6	x	151	x	-12%	-6	151	x	-46%
O=C1C2(c3ccccc3)CN3CN(C2)CC1(c1ccccc1)C3
→ 14	86	205	100	-9%	-14	205	-14	-8%
O=C(NC1(C(F)(F)F)Oc2ccc(Cl)cc2O1)N1CCC2(CC1)OCCO2 (centres undefined)
→ -2	32	126	44	4.9µM*	2	126	-13	0%
CN1C(=O)C(C2c3ccccc3C(=O)N2Cc2ccccc2)C(=O)N(C)C1=O (centres undefined)
→ 15	93	118	89	-5%	-15	118	4	-3%
Cc1ccc2c(c1)CC1(CN2C)C(=O)NC(=O)N(c2ccc(C)c(C)c2)C1=O (centres undefined)
→ 3	93	94	91	-62%	-3	94	2	-2%
CN=C(SCc1cc2c(cc1Cl)OCO2)c1c(O)n(C)c(=O)n(C)c1=O
→ 32	89	130	91	-9%	-32	130	-2	2%
O=C(CN1C(=O)CN=C(c2ccccc2)c2ccccc21)NCc1ccco1
→ 17	76	145	66	-4%	-17	145	11	-14%
CCCCn1c(O)c(C(C)=NCCCN(CC)CC)c(=O)[nH]c1=O
→ 21	99	63	89	-3%	-21	63	11	3%
Cc1ccc(-c2cc(C(F)F)n3ncc(C(=O)N4CCC5(CC4)OCCO5)c3n2)cc1
→ -3	56	149	70	-81%	3	149	-14	0%
FC(F)(F)c1ccccc1CN1CCN(Cc2ccccc2)CC1
→ 0	x	136	x	-42%	0	136	x	0%
CC(C)NC(C)C(=O)C12CC3CC(CC(C3)C1)C2 (centres undefined)
→ 9	87	124	86	0%	-9	124	2	6%
O=P(C(=Nc1ccc(Cl)cc1)N1CCOCC1)(N1CCOCC1)N1CCOCC1
→ 9	91	114	84	x	-10	114	7	x
C=CP(=O)(O)c1ccccc1
→ x	93	x	85	6%	x	x	8	0%
CCN1CCN(c2ncnc3ccc(Br)cc23)CC1
→ 20	86	144	95	-65%	-20	144	-9	4%
C=CCn1c(O)c(C(C)=Nc2ccc(NC(C)=O)cc2)c(=O)[nH]c1=O
→ -11	82	85	81	4%	11	85	1	-10%
CC1(c2ccccc2)NCCN2C(=O)CSC21 (centres undefined)
→ -10	69	70	97	12%	10	70	-27	-2%
CC(=NCCO)c1c(O)n(C2CCCCC2)c(=O)[nH]c1=O
→ 12	99	173	99	-4%	-12	173	0	-5%
O=P(NS(=O)(=O)c1ccc(Cl)cc1)(Oc1ccccc1)Oc1ccccc1
→ 2	107	120	99	x	-2	120	8	x
CCCOc1ccccc1C1SCC(=O)Nc2c1c(=O)[nH]n2C(C)CCC (centres undefined)
→ x	98	x	80	-11%	x	x	18	1%
C/C(=N/OC(=O)N(C)C)c1ncc(C(F)(F)F)cc1N1CCOCC1
→ 12	96	200	98	-41%	-12	200	-2	2%
C=CCn1c(O)c(C(C)=NCCCO)c(=O)[nH]c1=O
→ 8	91	152	96	-30%	-8	152	-5	-5%
Cc1ccc(C(c2nnnn2Cc2ccccc2)N2CC=C(c3ccc(F)cc3)CC2)cc1 (centres undefined)
→ 0	x	143	x	24%	0	143	x	-7%
O=C(CCC(=O)N1CCC2(CC1)OCCO2)Nc1nnc(C(F)(F)F)s1
→ -24	75	93	82	-20%	24	93	-8	-1%

# A portion of the library (hit frequency here may not be typical).
